TLR9-MyD88 inh: inhibitors of human TLR9-MyD88 binding | CHO BLA complementation TLR9-MyD88, CCF4 FRET ratio | 0.21% of 340,000 active | Q9NR96+Q99836 | inhibition, % at 4.98 µM;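 active = inhibition above the mean over all tested compounds plus 3 SD, cut at about 21% in these data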;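 note: 0% = DMSO only wells and 100% = clavulanate BLA inhibitor control wells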
ABHD5-PLIN5 inh: inhibitors of human ABHD5-perilipin-5 interaction; 0.78% of 360,000 active; AID 602281; Split G. princeps luciferase complementation, luminescence, 4 h; inhibition, % at 4 µM; Q00G26+Q8WTS1;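 active = inhibition above the mean inhibition across every tested compound plus 3 SD, cut at about 22% in these data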;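 note: 0% = DMSO only wells and the 100% control is not disclosed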
aDG glyco act: alpha-DG glycosylation activation. Pro5-aDG cells, alpha-DG glycosylation AlphaScreen (IIH6); 0% Pro5, 100% B10-LARGE cell signal. activation, % at 10 µM. 0.22% of 360,000 active. AID 624168;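 active = activation of at least 8% versus controls, or a plate z-score of at least 8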;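 note: Pro5 are CHO cells carrying HIG-tagged alpha-DG that lacks glycosylation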
Granule exo inh: blocks lytic granule exocytosis; TALL-104 LAMP-1 surface exposure, flow cytometry; cells stimulated with thapsigargin and PMA; inhibition, % at 10 µM; 0.66% of 360,000 active; AID 651702;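 active = inhibition above about 55%, limit read from the data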
MC4R antagonist: human MC4R antagonism in cAMP assay; 0.48% of 360,000 active; inhibition, % at 6.5 µM; MC4R-expressing cells, MTII-stimulated cAMP, LANCE TR-FRET; P32245;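 active = inhibition above its plate's cutoff, the mean of tested wells on that plate plus 3 SD, cut at about 29% in these data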;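 note: 0% = Melanotan II alone and 100% = Melanotan II plus saturating MCL0020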
Target sequence (P32245 whole entry, looked up): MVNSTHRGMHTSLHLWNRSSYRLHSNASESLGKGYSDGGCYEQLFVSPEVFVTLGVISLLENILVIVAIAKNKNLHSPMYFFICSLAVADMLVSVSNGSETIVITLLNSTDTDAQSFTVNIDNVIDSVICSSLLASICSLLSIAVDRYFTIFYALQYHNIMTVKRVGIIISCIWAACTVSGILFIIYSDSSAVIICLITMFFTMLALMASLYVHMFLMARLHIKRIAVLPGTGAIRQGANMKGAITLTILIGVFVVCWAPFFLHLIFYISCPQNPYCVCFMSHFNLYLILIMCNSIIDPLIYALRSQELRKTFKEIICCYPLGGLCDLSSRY
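System – human MC4R-expressing U2OS cells · Also added – Melanotan II · Dosing – one concentration, 6.5 µM nominal · Timing – 30-min compound, 1-h challenge, 1-h detection, room temperature · Measured by – Eu-cAMP/anti-cAMP TR-FRET, emission 671 nm · Replicates – singlicate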
Glyco luc inh: blocks N-linked glycosylation in D54 reporter cells | D54 ERlucT glycosylation luciferase reporter, 24 h; percent of 100 nM tunicamycin response | reporter increase, % at 12.5 µM | 0.23% of 360,000 active;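 active = mean luciferase reporter signal, scaled so untreated is 0 and the glycosylation-blocking control 100, at or above a set limit in every replicate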;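 note: luciferase carries N-glycosylation sites so blocking glycosylation raises the light; 0% = median of neutral control wells and 100% = median of 100 nM tunicamycin wells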
Vif imaging: inhibitors of HIV Vif. HEK293T cells, Vif self-association by quenched fluorescence, imaging, 24 h. inhibition, % at 7.49 µM. 0.35% of 340,000 active. AID 602346; in the data active = inhibition above about 50%, passing the limit was not always enough; note: some results filed as inactive read as strong as hits
NOD2 RIPK2 PPI: inhibitors of human NOD2-RIPK2 interaction | CHO BLA complementation NOD2-RIPK2, CCF4 ratio | inhibition, % at 4.98 µM | 0.38% of 360,000 active; in the data active = inhibition above about 21%;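 note: 0% = vehicle only and 100% = reference blocker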
Target sequence (O43353 whole entry, looked up): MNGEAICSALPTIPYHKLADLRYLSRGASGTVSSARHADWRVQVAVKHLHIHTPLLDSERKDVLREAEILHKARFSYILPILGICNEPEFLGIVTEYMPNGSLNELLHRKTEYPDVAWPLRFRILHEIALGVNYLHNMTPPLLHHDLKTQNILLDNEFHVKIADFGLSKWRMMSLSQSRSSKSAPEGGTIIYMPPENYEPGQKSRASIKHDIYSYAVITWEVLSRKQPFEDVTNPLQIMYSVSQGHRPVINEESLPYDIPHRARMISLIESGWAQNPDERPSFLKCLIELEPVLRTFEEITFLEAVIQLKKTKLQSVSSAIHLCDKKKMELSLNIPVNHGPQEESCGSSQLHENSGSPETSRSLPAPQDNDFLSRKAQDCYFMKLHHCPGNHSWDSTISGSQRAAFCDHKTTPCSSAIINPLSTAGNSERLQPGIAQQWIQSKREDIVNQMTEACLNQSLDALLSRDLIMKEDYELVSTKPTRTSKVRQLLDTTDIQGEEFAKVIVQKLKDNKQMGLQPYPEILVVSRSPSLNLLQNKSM
ABCB6 inh 2: inhibitors of human ABC transporter ABCB6; AID 602162; fluorescence ratio to DMSO, % at 10 µM; 0.19% of 360,000 active; K562-ABCB6 porphyrin accumulation, flow cytometry, 1 h; stronger effect = lower value;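 active = fluorescence ratio to DMSO below 75%, the collection mean minus 3 SD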;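 note: signal is porphyrin accumulated inside mitochondria; 100% equals median channel fluorescence of DMSO control wells; lower ratio means ABCB6 inhibition with less porphyrin fluorescence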
MC4R ag barr: human MC4R agonism via beta-arrestin; U2OS MC4R beta-arrestin complementation, luminescence; percent of melanotan II response, DMSO zero; activation, % at 8.9 µM; AID 540308; 0.98% of 360,000 active; P32245;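 active = activation above a per-plate cutoff, the mean activation of sample wells on that plate plus 3 SD, cut at about 8% in these data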
Numbers without * were called inactive; / = no result given. Some of the compounds tested; count on the stated rates, not on these rows.

molecule,TLR9-MyD88 inh,ABHD5-PLIN5 inh,aDG glyco act,Granule exo inh,MC4R antagonist,Glyco luc inh,Vif imaging,NOD2 RIPK2 PPI,ABCB6 inh 2,MC4R ag barr
CCOC(=O)C1=CNS(=O)(=O)NC1c1ccc(C)cc1 (configuration not stated),-4,-4,2.0,-2,7,-1,/,-5,98,-1.4
COCCCNC(=S)N1CCC(C(=O)c2ccc(Cl)cc2)CC1,-5,-3,0.4,-15,-1,-2,-2,-1,94,0.8
O=C1C=C(O)CC(c2ccco2)C1 (configuration not stated),-2,3,-0.6,7,2,1,9,4,103,-0.9
O=C(CCSc1ccc(Cl)cc1)c1ccco1,-12,1,-0.2,-9,5,3,5,-6,94,0.5
COc1ccc(CCNC(=O)c2c(C)nc3ccccn23)cc1OC,1,7,0.1,-2,3,0,-8,-20,86,-0.2
COc1ccc(Nc2cc(C(=O)NCCCOC(C)C)c3ccccc3n2)c(OC)c1,6,-3,-0.1,-4,3,3,6,-5,97,-1.1
CC1=NN(Cc2ccccc2)C(=O)C1,1,-28,-0.3,-3,5,1,3,-6,97,-4.8
COc1ccc(NC(=O)C2CCC(C)(C(=O)O)C2(C)C)cc1 (configuration not stated),2,7,0.2,-3,-7,2,-8,-3,100,1.4
CC(=O)c1ccc(S(=O)(=O)N(C)CCCC(=O)NCc2ccc3c(c2)OCO3)cc1,-2,-1,0.3,-10,20,-1,1,-4,104,-0.4
O=C1c2ccc(-c3ccc(F)cc3OCc3ccccc3)cc2S(=O)(=O)c2cccc(C(=O)N3CCCC3)c21,0,12,0.0,1,7,7,-8,1,89,-1.0
COC(=O)c1ccccc1CSc1nsc(/C=C/N(C)C)c1C#N,5,-1,-0.2,7,5,0,-2,3,97,-1.0
COCCCn1c(=O)/c(=C\c2ccc(OC(F)F)c(OC)c2)s/c1=C(/C#N)C(N)=O,6,-8,0.1,0,-4,0,11,-3,98,12*
CC(CN1CCOCC1)OC(=O)COc1ccc(F)cc1 (configuration not stated),4,2,0.2,-1,-1,0,14,10,107,-1.0
Cc1ccc2nc(NC(=O)CCn3cccc3)sc2c1,0,2,-0.4,6,6,3,-11,-5,92,0.4
COC1OC2COC(c3ccccc3)OC2C2OC(c3ccccc3)OC12 (configuration not stated),2,2,0.0,6,5,2,7,-11,100,0.8
CNC(=O)NC(=O)CSc1ncc(C(F)(F)F)cc1Cl,4,3,0.0,0,0,0,4,2,100,-2.6
O=S1(=O)C[C@@H](O)[C@@H](Nc2ccc(Cl)cc2)C1,-10,8,-0.1,-1,5,4,0,-1,97,-1.0
Cc1cccc(NC(=O)CCNC(=O)c2ccco2)c1,-3,13,0.8,5,2,2,-1,-7,101,6.1
COCCNC(=O)CN(Cc1cccs1)C(=O)CCC(=O)Nc1nccs1,4,-1,0.1,-2,3,0,-2,-8,98,-2.6
CCO[C@@H]1OC(C(=O)N2CCN(C)CC2)=C[C@H](c2csc3ccccc23)[C@H]1CCCO,-6,1,4.8,-6,1,0,0,9,99,0.5
COC(=O)C[C@@H]1CC[C@H](NC(=O)CC2CC2)[C@@H](CO)O1,/,1,0.3,0,/,/,/,-7,/,/
CCOC(=O)CN1CC23C=CC(O2)C(C(=O)Nc2ccc(OCC)cc2)C3C1=O (configuration not stated),-9,6,0.0,-2,3,1,1,-13,91,0.4
CSc1ncc(C(=O)Nc2ccc(C(C)=O)cc2)c(-c2ccccc2)n1,4,1,0.1,-11,1,-2,1,-12,94,-0.7
CSCC[C@H](NC(=O)OC(C)(C)C)C(=O)N/N=C/c1ccc2nccnc2c1,1,-2,0.1,-4,4,4,21,-3,99,0.3
N#Cc1ccc(OCC(=O)NCC2COc3ccccc3O2)cc1 (configuration not stated),-5,-4,-0.3,0,-2,1,4,6,95,-1.0
CN1CCN(S(=O)(=O)c2ccc3c(c2)oc(=O)n3C)CC1,-5,-2,-0.2,0,0,1,2,-7,131,-1.7
CC(=O)Nc1ccc(NC(=O)COc2ncnc3ccccc23)cc1,-3,-5,-0.2,0,-3,2,0,-7,100,-2.3
O=C(CN1C(=O)CCC1=O)NC(=O)NC1CCCC1,-3,4,0.0,2,10,1,/,10,101,-0.8
COc1ccccc1Oc1ccc(N/C=C/C(=O)c2ccc(C)o2)cc1,3,3,-0.2,8,23,-3,-12,-9,99,0.8
CCC(CO)Nc1ccc(-c2nn(C)c(=O)c3ccccc23)cc1[N+](=O)[O-] (configuration not stated),-11,4,0.0,-1,16,2,2,-15,106,1.3

The results go on.
molecule,TLR9-MyD88 inh,ABHD5-PLIN5 inh,aDG glyco act,Granule exo inh,MC4R antagonist,Glyco luc inh,Vif imaging,NOD2 RIPK2 PPI,ABCB6 inh 2,MC4R ag barr
FC(F)Oc1ccc(NC(=S)Nn2cnnc2)cc1,18,-5,-0.1,-4,-1,6,2,-8,79,-1.7
O=C(c1ccc(F)cc1)C1CCN(S(=O)(=O)c2ccccc2)CC1,-7,-4,-0.3,-5,-6,-4,3,-5,103,-1.3
C=CCN1c2ccccc2C(=O)CS1(=O)=O,2,-6,-0.3,17,-3,2,/,-1,101,0.7
O=C(Cn1nnc(-c2ccccc2NC(=O)c2ccccc2F)n1)NC1CCCC1,-4,-2,0.2,-2,2,1,25,1,94,1.1
Cc1csc(C(=O)O)c1NC(=O)c1ccc(F)cc1,-1,1,-0.2,0,0,-1,0,-4,97,-0.3
Cc1ccc(C(=O)NCC(=O)OCC(=O)NC2CCCC(C)C2C)s1 (configuration not stated),0,-4,0.1,-1,-2,2,0,0,91,-1.4
Cc1cc(C(=O)OCC(=O)Nc2cccnc2Cl)c2ccccc2n1,3,-8,0.0,0,10,0,7,11,100,-0.1
CC(=O)N1CCc2ccc(S(=O)(=O)N3CC(C)OC(C)C3)cc21 (configuration not stated),1,3,0.6,-3,3,1,3,1,91,-0.4
COc1ccc(CCNc2ccc(N3C(=O)CC(C)C3=O)cc2[N+](=O)[O-])cc1 (configuration not stated),4,7,0.0,1,2,1,-8,0,93,-1.3
CC1CC(C)CN(S(=O)(=O)c2ccc(C(=O)NCc3ccco3)cc2)C1 (configuration not stated),10,-4,-0.1,-3,7,1,7,1,102,-1.0
CCCN1Cc2cc(OC)ccc2-c2ccccc2S1(=O)=O,-3,8,0.1,-1,-1,1,/,0,95,-0.9
CCOc1ccc(CNC(=O)CCS(=O)(=O)c2ccc3c(c2)oc(=O)n3C)cc1,-3,1,-0.1,9,6,1,-1,-9,100,-1.5
OCc1ccnc(Cl)c1,4,-5,0.2,-2,-5,2,4,-9,103,0.9
C=CCOc1ccc(CNCCO)cc1OCC,2,1,-0.1,-1,5,1,4,-4,93,-1.1
COc1ccc(/C(N)=N/OC(=O)CCCc2ccccc2)cc1OC,10,-1,0.1,9,10,1,5,-6,99,-0.2
O=C(O)c1cnc(N2CCOCC2)nc1,6,-1,0.4,-1,1,0,-3,-5,100,-1.5
C[C@H]1CN([C@@H](C)CO)C(=O)CCCn2nncc2CO[C@@H]1CN(C)S(=O)(=O)c1cn(C)cn1,4,-5,-0.1,3,2,2,-3,-5,105,1.2
CCCCCn1c(Br)nc2c1c(=O)n(CC(N)=O)c(=O)n2C,-9,-2,-0.1,9,11,1,3,1,98,0.2
COc1ccc(C(=O)CSc2nnc3n2CCCN3C(=O)Nc2ccccc2)cc1,/,2,0.2,-1,2,1,-3,-17,95,-0.8
CCCCC(=O)Nc1nnc(S(=O)(=O)N2CCCc3ccccc32)s1,-12,-7,-0.1,5,1,-1,6,3,99,4.5
CCOc1ccc(NC(=O)c2cccc(S(=O)(=O)Nc3c(C)n(C)n(-c4ccccc4)c3=O)c2)cc1,-10,-3,-0.2,0,4,-5,1,-14,94,0.4
Cc1ccc(NS(=O)(=O)c2ccc(NC(=O)C3CC3)cc2)c(C)c1,-15,1,1.2,-3,5,-3,-2,-5,101,-3.0
CCOc1ccc(N(C(=O)CNS(=O)(=O)c2ccccc2)C(CC)C(=O)NCc2ccco2)cc1 (configuration not stated),-1,2,0.1,0,20,1,3,2,96,-1.6
COC(=O)N(NC(=O)C(O)(c1ccccc1)c1ccccc1)c1ccc(C)cc1,-1,0,0.1,-8,20,0,-2,-8,98,-1.0
COc1ccccc1C(=O)COC(=O)C1CCN(S(=O)(=O)c2ccccc2)CC1,-5,7,0.0,-4,0,0,/,-8,105,-1.0
Cn1c(C(=O)NC2CC2)cc2c(=O)n(C)c3ccccc3c21,-2,-1,-0.3,-2,7,25,-15,-19,100,-1.1
Cc1ccc2nc(NS(C)(=O)=O)sc2c1,-7,1,0.0,3,-3,1,10,10,96,-2.7
CCOC(=O)c1cnn(CCOC(=O)c2ccccc2F)c1NC(=O)c1ccccc1F,-4,3,0.1,-3,8,1,0,-4,98,1.1
Cc1[nH]c(=O)[nH]c(=O)c1/C=C/C(=O)O,6,0,-0.1,-2,7,1,10,-6,100,-1.5
CC(C)C[C@@H](CC#N)N1CCN(Cc2ccccc2)CCC1=O,-10,1,-0.2,-18,-2,0,-5,5,96,-0.4

Fetched by structure from the list above (2):
molecule,TLR9-MyD88 inh,ABHD5-PLIN5 inh,aDG glyco act,Granule exo inh,MC4R antagonist,Glyco luc inh,Vif imaging,NOD2 RIPK2 PPI,ABCB6 inh 2,MC4R ag barr
COc1ccccc1Oc1ccc(N/C=C/C(=O)c2ccc(C)o2)cc1,3,3,-0.2,8,23,-3,-12,-9,99,0.8
CCOC(=O)C1=CNS(=O)(=O)NC1c1ccc(C)cc1 (configuration not stated),-4,-4,2.0,-2,7,-1,/,-5,98,-1.4

Continuation:
molecule,TLR9-MyD88 inh,ABHD5-PLIN5 inh,aDG glyco act,Granule exo inh,MC4R antagonist,Glyco luc inh,Vif imaging,NOD2 RIPK2 PPI,ABCB6 inh 2,MC4R ag barr
O=C(O)CCN1C(=O)c2ccccc2C1=O,-12,-7,0.2,0,16,2,-9,-11,94,2.9
O=C1NC(c2ccccc2Cl)=N/C1=C/c1ccco1,3,7,-0.1,1,-8,-5,12,6,102,-2.0
Cc1ccc(S(=O)(=O)N2CCC(=O)N(C(COCc3ccc(Cl)cc3Cl)Cc3ccccc3)CC2)cc1 (configuration not stated),-5,8,0.8,0,12,-7,-2,2,78,-0.7
C=CCn1c(C)cc(C(=O)CN2NS(=O)(=O)c3ccccc3C2=O)c1C,0,-3,0.2,-1,-4,5,-1,-9,95,-5.0
Cc1ccc(S(=O)(=O)N(C)C)cc1NC(=O)COC(=O)c1sc2cc(Cl)ccc2c1Cl,-9,-5,-0.1,3,10,1,9,1,99,0.9
Cc1ccc(C(=O)OCCOc2cccc(Cl)c2)cc1S(=O)(=O)N1CCOCC1,0,5,1.3,2,1,1,-6,7,99,-0.6
CC(=O)Nc1ccc(CN(C)c2c(C)nc3ccc(C(=O)NCCCN4CCCC4=O)cn23)cc1,/,-6,-0.3,-7,6,1,3,-9,100,0.1
CCOC(=O)c1cnn(-c2cc(Oc3cccc(C)c3)ncn2)c1N,-3,-1,0.0,-1,11,-1,-10,2,115,0.6
O=C1c2c(-c3ccc(Br)cc3)noc2CCN1Cc1cn(-c2ccc(Cl)cc2)nn1,/,2,0.0,19,/,/,/,-7,/,/

Assay outcomes from PubChem.
